IP6K1 inh: Primary qHTS assay for small molecule inhibitors of Inositol hexaphosphate kinase 1 (IP6K1). 140,000 compounds, 0.81% hits. Inositol hexakisphosphate kinase 1 (Homo sapiens), Q92551. IP6K1 kinase, ADP-Glo luminescence, 2 h; stronger effect = lower value. activity change, % (series mostly up to about 58 µM); in the data active = activity change below about -25%
Target sequence (Q92551 whole entry, looked up): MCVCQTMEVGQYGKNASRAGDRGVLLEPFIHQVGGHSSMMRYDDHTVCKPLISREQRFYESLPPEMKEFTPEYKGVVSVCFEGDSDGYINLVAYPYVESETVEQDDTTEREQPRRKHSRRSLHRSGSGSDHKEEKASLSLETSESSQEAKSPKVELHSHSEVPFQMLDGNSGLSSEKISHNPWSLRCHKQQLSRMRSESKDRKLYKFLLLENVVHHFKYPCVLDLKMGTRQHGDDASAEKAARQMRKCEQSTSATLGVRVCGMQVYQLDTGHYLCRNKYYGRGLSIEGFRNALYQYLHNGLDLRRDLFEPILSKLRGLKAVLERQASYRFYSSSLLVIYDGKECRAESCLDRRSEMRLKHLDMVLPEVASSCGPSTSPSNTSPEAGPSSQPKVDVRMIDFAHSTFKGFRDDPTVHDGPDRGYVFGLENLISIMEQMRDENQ
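ADP-Glo luminescence measures ADP made by human IP6K1 during a 2 h RT reaction with ATP/IP6 (mix at 1.3 mM/130 uM); top library doses 57.5 and 19.1 uM final.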
NIH3T3 tox: Cytotoxic Profiling in NIH 3T3 Cell Line of Diverse Libraries Using Quantitative High-Throughput Screening | NIH 3T3 viability, CellTiter-Glo ATP luminescence, 48-72 h | Potency, µM (series often up to 96.7 µM), for inactives: at the top dose activity change, negative = cytotoxicity, most hits filed as inhibitors | 94,000 compounds, 4.3% hits | AID 1345082, 2018; note: potency is the fitted concentration of half-maximal effect; nearly all actives have a fitted effect of over 55% in size
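Mouse fibroblast NIH 3T3 cells, 400 per well, received compound via pintool and were incubated for 48 or 72 hr prior to CellTiter-Glo ATP luminescence measurement.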
FLuc inh: Firefly luciferase inhibition profiling of diverse chemical library using quantitative high-throughput screening | Luciferin 4-monooxygenase (Photinus pyralis), P08659 | Potency, µM (top dose mostly 115 µM), for inactives: at the top dose activity change, negative = inhibition, usual class: inhibitors | purified P. pyralis luciferase, luminescence, biochemical | AID 1347043, 2019 | 76,000 compounds, 2.5% hits; note: potency is the fitted concentration of half-maximal effect; nearly all actives have a fitted effect of over 65% in size
Target sequence (P08659 whole entry, looked up): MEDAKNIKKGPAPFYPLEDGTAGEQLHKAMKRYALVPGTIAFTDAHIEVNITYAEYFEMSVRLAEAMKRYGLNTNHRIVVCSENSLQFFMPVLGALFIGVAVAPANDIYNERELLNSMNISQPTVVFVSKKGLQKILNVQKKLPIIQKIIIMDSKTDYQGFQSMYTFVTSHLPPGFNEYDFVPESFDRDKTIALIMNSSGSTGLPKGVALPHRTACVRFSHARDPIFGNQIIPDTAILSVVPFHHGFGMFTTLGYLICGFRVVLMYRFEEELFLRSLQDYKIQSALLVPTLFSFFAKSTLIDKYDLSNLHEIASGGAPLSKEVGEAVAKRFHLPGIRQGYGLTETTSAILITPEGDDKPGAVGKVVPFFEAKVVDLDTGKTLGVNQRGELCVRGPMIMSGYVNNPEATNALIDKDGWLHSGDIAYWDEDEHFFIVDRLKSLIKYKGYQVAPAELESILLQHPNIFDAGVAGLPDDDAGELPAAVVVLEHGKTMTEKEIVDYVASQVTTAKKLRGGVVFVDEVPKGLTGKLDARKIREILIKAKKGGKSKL
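Purified P. pyralis luciferase (10nM final) in 50mM Tris acetate pH 7.5, 10mM Mg acetate, 0.01% Tween-20, 0.05% BSA with 10uM D-luciferin and 10uM ATP. Compounds titrated qHTS. Luminescence imaged on CCD.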
GPT2 inhibitor: Primary qHTS assay for inhibitors of Glutamate pyruvate transaminase 2 (GPT2) | Alanine aminotransferase 2 (Homo sapiens), Q8TD30 | Recombinant GPT2, coupled pyruvate oxidase/HRP Amplex Red fluorescence | Potency, µM (highest dose often 57.7 µM), inactives show at the highest dose activity change, negative = inhibition, usual class: inhibitors | 100,000 compounds, 0.25% hits | AID 1671188, 2021; note: potency is the fitted concentration of half-maximal effect; nearly all actives have a fitted effect of over 60% in size; many of its hits are not listed in these tables
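Fluorescence read-out: pyruvate from GPT2 turnover coupled to pyruvate oxidase, HRP and Amplex Red (0.2mM ThPP, 0.2U/mL PO and HRP, 50uM Amplex final). Substrates 250uM a-KG, 2mM L-alanine; enzyme 10ng/uL; 30 min RT.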
SNCA viab count: GF-AFC viability counterscreen for inhibitors of alpha-synuclein gene (SNCA) expression | HEK-293-SNCA-luc viability, GF-AFC fluorescence, 24 h | Potency, µM (series often up to 57.1 µM), for the others: top-dose activity change, negative = cytotoxicity, usual class: cytotoxic | 150,000 compounds, 0.12% hits | AID 1671193, 2021;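 note: potency is the fitted concentration of half-maximal effect; 0% = DMSO-treated cells and -100% = medium-only wells without cells; nearly all actives have a fitted effect of over 30% in size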
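Cytotoxicity counterscreen: after 24 h compound treatment of genome-edited SNCA-luciferase HEK-293 cells, live-cell protease substrate GF-AFC read by fluorescence after 30 min; activity scaled between DMSO (0%) and medium-only (-100%), curves Hill-fitted.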
SNCA expr inhib: Primary qHTS assay for inhibitors of alpha-synuclein gene (SNCA) expression; HEK-293 SNCA-luciferase knock-in, luminescence, 24 h; Potency, µM (doses to about 57.2 µM), for inactives: top-dose activity change, negative = inhibition, hits mostly inhibitors; 140,000 compounds, 0.17% hits;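 note: potency is the fitted concentration of half-maximal effect; plate controls were DMSO cells for no effect and cell-free wells for full effect; nearly all actives have a fitted effect of over 45% in size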
HEK cytotox: Cytotoxic Profiling in HEK 293 Cell Line of Diverse Libraries Using Quantitative High-Throughput Screening; Potency, µM (top dose mostly 115 µM), for inactives: top-dose activity change, negative = cytotoxicity, hits mostly inhibitors; HEK 293 viability, ATP luminescence (CellTiter-Glo), 48-72 h; 94,000 compounds, 6.6% hits; note: potency is the fitted concentration of half-maximal effect; nearly all actives have a fitted effect of over 60% in size
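Luminescence from cellular ATP, measured with CellTiter-Glo, indicates HEK 293 viability. Cells plated at 250 cells/well are treated with compound for 48 or 72 hr at 37 degree Celsius before reagent addition.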
* = called active by the depositor; i = inactive; ? = inconclusive; nt = no result given; & = joins results of further samples; [ ] = remark or other dose. Unless noted, calls come from the whole dose curve; as a rule, active = well fitted curve in the direction sought with a large enough effect; inconclusive = small, poorly fitted or top-dose-only effect, or another doubt; inactive = no such curve, though single readings can be large; an effect the other way counts as inactive or inconclusive. Unless noted, % is set by controls: 0 for no effect and ±100 for the full control effect. A portion of the library, so the mix of outcomes need not match the whole.

SMILES | IP6K1 inh | NIH3T3 tox | FLuc inh | GPT2 inhibitor | SNCA viab count | SNCA expr inhib | HEK cytotox
COc1ccc(C(=O)NC[C@H]2C[C@@H]3CCN2C[C@@H]3c2cc(-c3ccc4ccccc4c3)nn2C)cc1 | -6.6 | ? | -11.9% | 0.9% | ? | ? | 17.8µM*
Cc1ccccc1CC(=O)N1CCN(C2CCN(CCC(C)C)C2=O)CC1 (stereo not drawn) | 18.6 | -14.6% | -1.9% | 0.8% | -4.9% | 1.2% | ?
Cc1nc(-c2ccccc2Br)cc([C@H]2CN3CC[C@H]2C[C@@H]3CNC(=O)c2ccccc2)n1 | 2.1 | ? | -4.9% | -14.2% | -4.9% | -21.8% | ?
CC(C)CN1CCNc2cc(-c3ccccc3)ncc2C1 | -10.5 | ? | 3.98µM* | 0.2%[88.5 µM] | -3.0%[87.6 µM] | -12.7%[87.6 µM] | ?
CCOc1ccc2nc(NC(=O)c3cccn(Cc4ccccc4)c3=O)sc2c1 | 23.3 | nt | nt | nt | -2.5% | 12.7% | nt
COc1ccc(OC)c(S(=O)(=O)N2[C@H]3CC[C@@H]2c2cnc(C)nc2C3)c1 | 38.9 | -12.7% | 8.0% | 0.9% | 12.9% | -0.5% | -5.9%
C[C@H]1C/C=C/[C@H]2[C@@H]3O[C@]3(C)[C@@H](C)[C@H]3[C@H](Cc4ccccc4)NC(=O)[C@]32OC(=O)O/C=C/[C@@](C)(O)C1=O | 16.7 | nt | nt | i | -33.2%[23.9 µM] | nt | nt
C#CC1(O)CCC2C3CCC4=CC(=O)CCC4(C)C3CCC21C (stereo not drawn) | nt | nt | nt | i | -1.3% | -11.2% | nt
O=C(O)c1cccc(C(=O)N2C[C@@H]3C[C@H](C2)c2ccc(NC(=O)C4CC4)c(=O)n2C3)c1 | 9.8 | ? | -27.4%[172 µM] | i | 3.5%[87.6 µM] | 1.0%[87.6 µM] | ?
Cc1cc(OCC(=O)N2CCN(CCc3ccncc3)CC2)cc(C)c1Cl | 10.6 | nt | nt | nt | -5.2% | ? | nt
COc1ccc2c(c1)C1(CCN(S(=O)(=O)c3ccc(Cl)cc3)C1)C(=O)N2C (stereo not drawn) | 25.5 | -28.6% | -4.4% | -16.4% | -29.6% | -17.5% | 50.1µM*
O=[S+]1([O-])NC2(CCN(Cc3ccncc3)C2)CNc2ccccc21 (stereo not drawn) | 29.7 | -12.1% | -5.5% | -22.4% | -1.7% | -23.8% | -25.8%
COCc1nc(C2CC(N)C2)cc(N2CCCN3CCC[C@H]3C2)n1 (stereo partly drawn) | 3.6 | i | -0.2% | ? | -1.6% | -17.9% | i
CC(=O)NC[C@H]1C[C@@H]2CCN1C[C@@H]2c1cc(-c2ccccc2)nc(C)n1 | 7.6 | ? | -7.4%[172 µM] | 2.0%[88.5 µM] | 1.9%[87.6 µM] | -4.3%[87.6 µM] | -29.8%[172 µM]
C#C[C@H]1CN2CC[C@H]1C[C@@H]2CNC(=O)C1CC1 | -10.6 | i | -0.3%[230 µM] | ? | 0.4%[87.6 µM] | -30.0%[87.6 µM] | -2.4%[230 µM]
O=C(NC[C@H]1C[C@@H]2CCN1C[C@@H]2CN1CCN(c2ccc(F)cc2)CC1)c1ccccc1 | -5.9 | -28.5% | 0.7% | i | -1.1% | 3.1% | ?
Cc1nc(-c2cccs2)cc([C@H]2CN3CC[C@H]2C[C@@H]3CNC(=O)C2CCC2)n1 | 12.2 | ? | -4.4%[172 µM] | 0.5%[88.5 µM] | 5.8%[87.6 µM] | -13.8%[87.6 µM] | ?
COc1cc2c(cc1OCC1CC1)NC(=O)C21CCN(C(C)=O)CC1 | -16.1 | ? | -17.3%[172 µM] | 1.9%[88.5 µM] | 5.9%[87.6 µM] | 25.2%[87.6 µM] | -0.8%[172 µM]
COc1cccc([C@H]2CN(C(=O)c3cnc(C)cn3)[C@@H]3C4CCN(CC4)[C@H]23)c1 | 6.6 | -16.1% | 9.4% | -4.7% | -7.4% | -14.5% | i
CCOC(=O)[C@H]1CN(C(=O)/C=C/c2ccccc2)[C@]2(C)C(=O)N(C)c3ccccc3[C@H]12 | 7.8 | -19.6%[46.1 µM] | nt | -8.5%[27.3 µM] | -15.1%[23.9 µM] | -6.2%[25.6 µM] | ?
Cc1ccc(CN2C[C@@H]3C(C(N)=O)=NO[C@@H]3C2)nc1 | -0.2 | 112µM* | 0.1%[230 µM] | -16.3%[88.5 µM] | 3.4%[87.6 µM] | -26.9%[87.6 µM] | -9.2%[230 µM]
CC(Cc1ccccc1)NCc1ccccc1Cl (stereo not drawn) | 26.9 | nt | nt | -19.6% | 37.3%[23.9 µM] | 100.6%[activator][25.6 µM] | nt
O=C(c1cccs1)N1C[C@@H]2C[C@H](C1)c1c(-c3ccc(Cl)cc3)ccc(=O)n1C2 | -6.3 | -5.9%[174 µM] | 0.2%[172 µM] | -7.1%[88.5 µM] | 4.6%[87.6 µM] | 9.5%[87.6 µM] | -18.0%[172 µM]
CC[C@H]1C[C@@H]2C[C@H]3c4[nH]c5ccc(OC)cc5c4CCN(C2)[C@@H]13 | 12.2 | nt | nt | i | 24.9% | -6.1% | nt
c1cc(CN2C[C@H](c3ccc4c(c3)OCO4)[C@@H]3[C@H]2C2CCN3CC2)ccn1 | 3.9 | -25.4% | 4.6% | -3.3% | 8.8% | -9.8% | 1.2%

(listing goes on)
SMILES | IP6K1 inh | NIH3T3 tox | FLuc inh | GPT2 inhibitor | SNCA viab count | SNCA expr inhib | HEK cytotox
O=C(NC[C@H]1C[C@@H]2CCN1C[C@@H]2CN1C[C@@H]2C[C@H](C1)c1cccc(=O)n1C2)c1ccccc1 | 4.5 | 0.1% | 2.1% | -22.8% | -2.0% | 0.3% | -9.5%
NCC1(CC(=O)O)CCCCC1 | 15.2 | nt | nt | 1.7%&-10.0% | -1.9% | -13.3% | nt
COc1ccc(NC(=O)NC[C@H]2C[C@@H]3CCN2C[C@@H]3c2cc(-c3cccs3)nn2C)cc1 | -16.8 | ? | 1.8% | 0.5% | 1.3% | -8.8% | ?
Cc1ccc(C(C)C)c(OCC(=O)N2CCN(CCc3ccncc3)CC2)c1 | -4.5 | nt | nt | nt | 8.0% | 41.4%[activator] | nt
CN(Cc1ccccc1)Cc1cn(C[C@H]2C[C@@H]3CCN2C[C@@H]3C(=O)Nc2ccccc2)nn1 | 2.1 | ? | -5.6% | i | -4.4% | 0.3% | ?
COc1cc2c(cc1OC1CCCC1)NC(=O)C21CCN(Cc2cccc(O)c2)CC1 | -12.8 | 25.1µM* | -25.3%[172 µM] | -14.7%[88.5 µM] | -12.2%[87.6 µM] | -14.8%[87.6 µM] | 89.1µM*
COc1ccc(C(c2ccc(OC)cc2)C(Cl)(Cl)Cl)cc1 | 36.0 | nt | nt | ? | 15.1% | 8.6% | nt
CC(C)(C)c1cc(C=C(C#N)C#N)cc(Br)c1O | nt | nt | nt | 4.5% | -2.1% | 21.7% | nt
Cc1nn(C)c(C)c1S(=O)(=O)N1[C@H]2CC[C@@H]1c1cnc(-c3ccc(F)cc3)nc1C2 | -2.0 | -32.3% | 4.4% | i | -5.8% | -6.2% | ?
COc1ccc(CC(=O)N2[C@H]3CC[C@@H]2c2cnc(-c4ccc(F)cc4)nc2C3)cc1OC | 0.5 | -18.8% | 0.6% | i | -1.8% | -11.8% | 79.4µM*
NC(CCCCCP(=O)(O)O)C(=O)O (stereo not drawn) | nt | nt | nt | i | 8.2% | 9.3% | nt
CCCNC(=O)OC[C@H]1C[C@@H]2CCN1C[C@@H]2c1cc(-c2ccc(F)cc2)nn1C | -18.1 | ? | -7.6%[172 µM] | 1.6%[88.5 µM] | -3.1%[87.6 µM] | -1.8%[87.6 µM] | ?
O=C1C=CC(=O)C=C1 | nt | nt | nt | i | -2.2% | 0.1% | nt
CCC1=CC2CN3CCc4c([nH]c5ccccc45)[C@@](C(=O)OC)(C2)[C@@H]13 | 22.4 | nt | nt | -2.9%[27.3 µM] | -11.7% | nt | nt
COc1ccc(-c2cc([C@H]3CN4CC[C@H]3C[C@@H]4COC(=O)Nc3ccc(C(C)C)cc3)n(C)n2)cc1OC | -4.9 | ? | -5.0% | i | -13.0% | ? | ?
O=C(Nc1ccccc1)Nc1ccc2n(c1=O)C[C@H]1C[C@@H]2CN(C(=O)c2cccs2)C1 | 8.4 | ? | 5.62µM* | 2.5%[88.5 µM] | -5.0%[87.6 µM] | 20.9%[87.6 µM] | ?
O=C(N[C@@H](COc1ccc2[nH]c(=O)[nH]c2c1)c1ccccc1)c1cccn(Cc2ccc(F)c(F)c2)c1=O | 9.0 | nt | nt | -7.2%&-58.9% | -21.0%&-7.2% | ? | nt
Cn1c(=O)n(C)c2cc(CNCCc3ccccc3)ccc21 | 7.3 | nt | nt | nt | -23.5% | 13.2% | nt
NCC(CP(=O)(O)O)c1ccc(Cl)cc1 (stereo not drawn) | nt | nt | nt | i | 4.4% | -12.9% | nt
CC=C(C)C(=O)N[C@@H](c1ccccc1)[C@@H](O)C(=O)O[C@H]1C[C@@]2(O)[C@@H](OC(=O)c3ccccc3)[C@@H]3[C@]4(OC(C)=O)CO[C@@H]4C[C@H](O)[C@@]3(C)C(=O)[C@H](OC(C)=O)C(=C1C)C2(C)C | nt | nt | nt | i | -35.2% | -9.5% | nt

Looked up by compound from above, 4 records:
SMILES | IP6K1 inh | NIH3T3 tox | FLuc inh | GPT2 inhibitor | SNCA viab count | SNCA expr inhib | HEK cytotox
COc1ccc(CC(=O)N2[C@H]3CC[C@@H]2c2cnc(-c4ccc(F)cc4)nc2C3)cc1OC | 0.5 | -18.8% | 0.6% | i | -1.8% | -11.8% | 79.4µM*
NCC(CP(=O)(O)O)c1ccc(Cl)cc1 (stereo not drawn) | nt | nt | nt | i | 4.4% | -12.9% | nt
NC(CCCCCP(=O)(O)O)C(=O)O (stereo not drawn) | nt | nt | nt | i | 8.2% | 9.3% | nt
COc1ccc(NC(=O)NC[C@H]2C[C@@H]3CCN2C[C@@H]3c2cc(-c3cccs3)nn2C)cc1 | -16.8 | ? | 1.8% | 0.5% | 1.3% | -8.8% | ?

Source: PubChem (National Center for Advancing Translational Sciences (NCATS))
